# Cav32 inh: inhibitors of human Cav3.2 T-type calcium channel. O95180. Cav3.2-expressing cells, Fluo-4 calcium fluorescence FDSS; active compounds read low. B-score at 10 µM. actives 4% (n = 100,000);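 active = single-dose well whose peak fluorescence ratio is a statistical outlier from its plate by either plate-standardised score or position-corrected B-score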
# * hit, by the source's call. Not all compounds are listed (hit frequency here may not be typical).
Cav32 inh | compound
0.1 | CC1(C)NC(=O)N(CCOCCOc2c(Cl)cc(Cl)cc2Cl)C1=O
0.37 | Cc1ccccc1-c1c(C)oc2cc(O)ccc2c1=O
-0.022 | Cc1ccc(NC(=O)CC2S/C(=N/c3nccs3)N(C)C2=O)cc1C (stereo unspecified)
-0.033 | Cc1ccc(C)c(NC(=O)CNS(=O)(=O)c2ccccc2)c1
-0.04 | COc1cccc(/C=N/NC(=O)C(=O)NCc2ccco2)c1O
0.47 | CCOc1ccc(CN=C(N)N=C(N)N)cc1Cl
-1.8 | CCOC(=O)C1=C(c2ccccc2)NC(SC)=C(C#N)C1c1ccco1 (stereo unspecified)
0.42 | CC(C)N1CC(O)=C(c2ccccc2)C1=N
0.35 | CCN(CC)C(=O)c1sc(NC(=O)Cc2ccccc2)c(C#N)c1C
2.9 | CC(C)COC(=O)C1C(=O)CC(C)(O)C(C(=O)OCC(C)C)C1c1cccnc1 (stereo unspecified)
0.69 | Cc1nn(CC(=O)NCc2ccccc2)c(C)c1[N+](=O)[O-]
1.8 | CCOc1cccc(SCc2noc(C(=O)NC(C)C)c2C(=O)O)c1
-0.16 | O=C(NCCCNCc1ccccc1)c1ccc(/C=N/O)nc1
-2.1 | Cc1ccc(C(C)C)c(OCC(=O)Nc2ccccc2N2CCN(C)CC2)c1
-0.3 | Cc1occc1C(=O)Nc1ccc2c(c1)OCCO2
-5.2* | Cc1cc(O)cc(O)c1-c1onc(C(F)(F)F)c1-c1cscn1
0.63 | COC(=O)c1cccc(NC(=O)CN2CCN(c3ccc(OC)cc3)CC2)c1
-0.7 | CN(c1ccccc1)S(=O)(=O)c1cc(C(=O)c2nccn2C)ccc1Cl
-0.028 | O=C(OCn1nnc2ccccc2c1=O)c1ccc(Br)o1
0.48 | O=C(CN(C1CCCCC1)S(=O)(=O)c1ccc(Cl)cc1)N1CCOCC1
-0.57 | Cc1ccc(-c2nc3cc(NC(=O)C(C)C)ccc3o2)cc1C
-2.6 | Cc1cccc2cc(CN(Cc3ccco3)C(=O)NC3CCCCC3)c(=O)[nH]c12
-2.7 | CCc1ccc(NC(=S)Nc2cccc(OC)c2)cc1
0.034 | O=C(Nc1ccc2nccnc2c1)c1cnccn1
0.08 | O=C(OCc1ccccc1F)c1ccc2c(c1)-c1ccccc1C2=O
-3.5 | COc1cc(Cn2c(=O)oc3ccc(C)cc32)ccc1OC(C)C
-3.2 | O=C(Nc1cc2c3c(c1)C1CCCC1CN3CC1CCCC21)c1ccc([N+](=O)[O-])cc1 (stereo unspecified)
0.81 | COCCNC(=O)C(c1ccc(O)cc1)N(Cc1ccco1)C(=O)CCC(=O)Nc1nccs1 (stereo unspecified)
0.8 | NC(=O)C1CCN(C(=O)C2c3ccccc3C(=O)N3CCc4ccccc4C23)CC1 (stereo unspecified)
1.2 | COC/C=C/C1=CC2=CC(=O)C(C)(OC(=O)c3cnc4ccccc4n3)C(=O)C2=CN1c1ccccc1 (stereo unspecified)

# More results follow.
Cav32 inh | compound
-4.5* | CCN1C(=O)C(CC(=O)Nc2ccc(Br)cc2)N(CCCc2ccccc2)C1=S (stereo unspecified)
0.0045 | CCC(C)NCCOCCOc1ccccc1-c1ccccc1 (stereo unspecified)
-1.2 | CC(C)Cn1c(N)c(C(=O)COC(=O)c2cc(-c3ccccc3)nc3ccccc23)c(=O)n(C)c1=O
-1.9 | Cc1cc2cc(CNC(=O)Nc3ccccc3)ccc2n1C
0.2 | CC(CN1CCN(C)CC1)OC(=O)c1ccccc1 (stereo unspecified)
0.43 | CCOc1ccc(CNC(=O)CCn2c(=O)oc3ccccc32)cc1OC
-0.45 | O=C(O)c1ccc(-c2noc(-c3cccc(C(F)(F)F)c3)n2)cc1
-6.5* | CC(C)C[C@H](NC(=O)OC(C)(C)C)c1nnc(SCC(=O)Nc2ccc(Br)cc2)o1
1.5 | CC1=CC(=O)CC(C)(C)C1(O)/C=C/C(C)=C/C(=O)O (stereo unspecified)
-0.51 | Cc1c(C(=O)OCCOc2ccccc2)[nH]c2c1C(=O)CCC2
1.6 | COc1cc(Cl)cc(C2NC(=O)NC(C)=C2C(=O)NCc2ccccc2)c1O (stereo unspecified)
0.93 | CCOc1ccc(N(CC(=O)NC(C)CC)S(=O)(=O)c2c(C)noc2C)cc1 (stereo unspecified)
-0.56 | O=C(CSc1nc(N2CCCCC2)nc(N2CCCCC2)n1)Nc1nccs1
-0.22 | CCOc1cccc(C(=O)Nc2nnc(-c3cccs3)s2)c1
-0.89 | CCc1ccccc1NC(=O)CSc1nnc(Cn2cnc3ccccc32)o1
-0.66 | Cc1ccccc1-c1nnc(SCC(=O)NC2CCCCC2)o1
0.59 | COc1ccc(Br)cc1CNC(=O)C1CCN(S(=O)(=O)N2CCCC2)CC1
0.86 | COC(=O)c1ccc(NC(=O)CSc2nnc(-c3ccccc3)n2C)cc1
6.1e-07 | O=c1[nH]c2ccccc2nc1C(F)(F)C(F)F
-0.25 | NC(=O)C1CCN(C2CC(=O)N(c3cccc(F)c3)C2=O)CC1 (stereo unspecified)
0.82 | CCc1nnc(NC(=O)c2ccc3c(c2)C(=O)N(C(C)(C)C)C3=O)s1
0.31 | Clc1ccc(Oc2cnns2)cc1Cl
0.017 | Cc1cc(NCCO)c2cc(O)ccc2n1
1.5 | CCC(C)C(NC(=O)C1CCC(C)CC1)C(=O)NCc1cccnc1 (stereo unspecified)
0.91 | COc1cccc(NC(=O)N2CCOCC2)c1
0.56 | C/C(N)=C(/C#N)C(=O)COC(=O)COc1ccc(Cl)cc1
0.14 | COc1cccc(C(=O)N2CCN(Cc3ccco3)CC2)c1OC
-0.35 | CC(=O)C(Sc1nc(NC(C)(C)C)nc(N(C)C)n1)C(C)=O
1.3 | NC(=O)CC(NC(=O)c1ccc(Br)cc1)c1ccc(N2CCC(Br)CC2)c([N+](=O)[O-])c1 (stereo unspecified)
-0.33 | COc1cc(C[C@@H](CO)[C@H](CO)Cc2ccc(O)c(OC)c2)ccc1O

# Following part.
Cav32 inh | compound
0.51 | CCCn1c(=S)[nH]c2cc(C(=O)NCC3CCCO3)ccc2c1=O (stereo unspecified)
-0.051 | COc1ccc(/C=N/NC(=O)CCn2c3ccccc3c3ccccc32)cc1O
-4.5* | CC(c1ccco1)N(C(=O)CSc1ccc(Br)cc1)c1ccccn1 (stereo unspecified)
-0.28 | O=C(NCCCN1CCN(c2ccccc2F)CC1)C1CC(=O)N(C2CCCC2)C1 (stereo unspecified)
-1.2 | C=CCOC(=O)C1=C[C@H](C2CC2)[C@@H](CCCO)[C@H](OCC)O1
0.19 | Cc1ccc(-c2c(C)n([O-])c3c([n+]2=O)CCC3)o1
-0.03 | N#Cc1ccccc1OCC(=O)OCC(=O)c1ccc2c(c1)NC(=O)CO2
-1.4 | Cc1ccc(SCC(=O)Nc2cccc(C(=O)NC(C)(C)C)c2)cc1
0.86 | Cn1nnnc1SCC(=O)N1CCN(c2ccccc2)CC1
-1.4 | COc1ccc(CNC(=O)CCSc2nc(-c3ccc4c(c3)OCO4)cc(C(F)(F)F)n2)cc1
0.25 | CC(=O)Nc1ccccc1C(=O)C(=O)Nc1cccc(F)c1
-1.7 | O=C(NCCSCc1ccccc1)c1ccc(C2SCC(=O)N2Cc2ccccc2)cc1 (stereo unspecified)
-2.1 | O=C(NCCN1CCOCC1)c1cc2sccc2n1Cc1ccc(Cl)cc1
1.2 | CCCn1c(SCC(=O)N2CCc3ccccc3C2)nc2c1c(=O)n(C)c(=O)n2C
0.64 | OCc1csc(=Nc2ccccc2)n1-c1ccccc1
0.42 | O=C(O)c1ccc(NS(=O)(=O)c2cc(Cl)ccc2Cl)cc1O
0.17 | O=C(CSc1nnc(Cn2c(=O)sc3ccccc32)n1-c1ccccc1)N1CCCC1
-5.1* | Cc1ccc(CNC(=O)CCc2nc(-c3cccs3)no2)cc1
1.6 | COc1ccc(-n2c(SCC(=O)N3CCCC(C)C3)nnc2-c2cccnc2)cc1 (stereo unspecified)
-0.39 | CCn1c(C)c(C(C)=O)c(N2CCCC2)nc1=S
-1.1 | Nc1c(C(=O)Nc2ccc3c(c2)OCCO3)nnn1CCc1ccccc1
-0.12 | O=c1[nH]c(NCc2ccco2)nnc1Cc1ccccc1Cl
-2.2 | CC1=C(C(=O)OCC(C)C)C(c2ccccc2Cl)NC(=O)N1C (stereo unspecified)
-0.64 | CCn1nnnc1-c1ccc(OC)c(S(=O)(=O)Nc2ccc(OC)cc2)c1
1.5 | Cc1ccc(NC(=O)c2cc(NC(=O)CCCC(=O)O)ccc2Cl)cc1Cl
0.23 | COc1ccccc1NCC(=O)N/N=C/c1cccnc1
1.7 | Cc1cc(=O)[nH]c2c(C)c(Cl)ccc12
-5.6* | CCCN(CCC)C(=O)CSc1nc2ccccc2c(=O)n1C1CCCC1
0.0075 | COc1ccc(OCc2nn3c(-c4cccc(OC)c4)nnc3s2)cc1
0.47 | COC(=O)c1ccc(-n2c(C)cc(/C=N/n3cnnc3)c2C)cc1

# Part of the list above, set out differently.
smiles	Cav32 inh
N#Cc1ccccc1OCC(=O)OCC(=O)c1ccc2c(c1)NC(=O)CO2	-0.03
Cc1ccc(SCC(=O)Nc2cccc(C(=O)NC(C)(C)C)c2)cc1	-1.4

# The listing continues.
Cav32 inh | compound
-1.6 | O=[N+]([O-])c1ccc(-c2nc3ccc([N+](=O)[O-])cc3[nH]2)cc1
-0.13 | O=C1CSC2=NCN(c3ccc4c(c3)OCO4)CN12
-7.8* | CCOC(=O)C1=C(CN2c3ccccc3CC2C)NC(=O)NC1c1ccccc1 (stereo unspecified)
0.046 | COc1cc(S(=O)(=O)N2CCOCC2)ccc1F
-1.2 | Cc1cc(NC(=O)c2cccc3ccccc23)cc(C)c1OCC(=O)N1CCOCC1
-0.24 | CCN(CCO)Cc1cc(=O)oc2c(C)c(C)ccc12
-4.7 | CC(C)(C)C(C(Oc1ccc(Cl)cc1)n1cncn1)n1nnnc1C(c1cccc(Cl)c1)N1CCCCC1 (stereo unspecified)
1.2 | COc1ccc(C2CC(c3cccc(Cl)c3)n3nc(N)nc3N2)cc1 (stereo unspecified)
-0.14 | COc1ccc(S(=O)(=O)N(CC(=O)N2CCOCC2)Cc2ccccc2)cc1C
-2.7 | CCn1c(SCc2nc(-c3ccc(Cl)cc3)no2)nnc1-c1ccco1
-2.6 | O=C(CSc1nnc(COc2cccc3ccccc23)o1)N1c2ccccc2CCc2ccccc21
0.48 | COC(=O)Nc1nnc(CCc2ccccc2)s1
-1.8 | Cc1ccc(C)c(N2CCN(C(=O)CN(C)S(=O)(=O)c3cnc[nH]3)CC2)c1
0.65 | CCn1c(NC(=O)c2ccc(C)cc2)c2ccccc2nc1=O
1.4 | Cc1ccc(C2CC(=O)N(c3ccc(F)cc3)C3=C2C(=O)CCC3)cc1 (stereo unspecified)
0.47 | Cc1cc(C)c(C(N)=O)c(NCCc2ccccc2)n1
1.4 | CCCCCCn1c(N2CCC(C(N)=O)CC2)nc2c1c(=O)n(C)c(=O)n2C
-2.7 | CCOc1cc(C2C(C(=O)OCC(C)C)=C(C)N=C3SCCC(=O)N32)ccc1OC(C)=O (stereo unspecified)
-0.031 | CCOC(=O)c1[nH]c2ccccc2c1NC(=O)CCN1CCN(C(=O)OCC)CC1
-2 | O=C(COc1ccccc1Cl)NC(=S)N1CCc2ccccc21
0.24 | Cc1ccccc1N1OC2C(=O)N(c3ccc(F)cc3)C(=O)C2C1c1ccccn1 (stereo unspecified)
0.081 | O=C(Nc1ccc(Cl)c(Cl)c1)N1CCSCC1
-0.97 | O=C(NCc1ccccn1)Nc1ccc2c(c1)OCO2
-0.13 | COc1ccc(CNS(=O)(=O)c2ccc(S(=O)(=O)N3CCCCC3)cc2)cc1
0.71 | Cc1cc2ccccn2c1C(=O)c1ccncc1
0.52 | COc1ccc(NC(=O)c2cc(S(=O)(=O)N3CCS(=O)(=O)CC3)ccc2Cl)cc1
-5.5* | COC(=O)CN(c1nc(C)c(Br)c(OC)n1)S(=O)(=O)c1ccc(C)cc1
1.5 | Cn1c(=O)c2c(nc(CN3CCN(C(=O)c4ccco4)CC3)n2CCc2ccccc2)n(C)c1=O
0.011 | COC(=O)c1ccccc1NC(=O)c1sc(=S)n(C)c1N
0.058 | O=C(O)c1ccc(OCCn2ccnc2)cc1

# More entries:
Cav32 inh | compound
0.17 | COc1ccc2c(c1)c(=O)oc1cc(OCC(=O)NC3CCCCC3)ccc12
-2.3 | Cc1ccccc1Sc1c(C#N)c(-c2ccccc2)nn1C
-0.11 | Cc1sc2nc(SCC(=O)N(C)Cc3ccccc3)n(-c3ccccc3)c(=O)c2c1C
-0.17 | COc1ccc(CCN2C(=NC(=O)CCC(=O)O)SC3CS(=O)(=O)CC32)cc1 (stereo unspecified)
-5* | C=CCN1C(=O)N(/C=C/C)c2cccc3cccc1c23
-5.7* | Cc1ccc(S(=O)(=O)Nc2ccc3nc(-c4cccn4C)[nH]c3c2)cc1
2.1 | CCOC(=O)c1cn(-c2ccc(F)c(F)c2F)c2c(F)c(F)c(F)cc2c1=O
0.45 | CN(C)c1ccc(CNCCC2CCOC(C)(C)C2)cc1 (stereo unspecified)
-2.9 | CC(C)CC(COCc1ccc(F)cc1)N1CCN(C(=O)c2cccc(C(F)(F)F)c2)CCC1=O (stereo unspecified)
-1.5 | C=CCNc1nc(-c2ccc(OC)cc2OC)cs1

# Records listed above that bear a hit mark in Cav32 inh:
Cav32 inh | compound
-5.2* | Cc1cc(O)cc(O)c1-c1onc(C(F)(F)F)c1-c1cscn1
-4.5* | CCN1C(=O)C(CC(=O)Nc2ccc(Br)cc2)N(CCCc2ccccc2)C1=S (stereo unspecified)
-6.5* | CC(C)C[C@H](NC(=O)OC(C)(C)C)c1nnc(SCC(=O)Nc2ccc(Br)cc2)o1
-4.5* | CC(c1ccco1)N(C(=O)CSc1ccc(Br)cc1)c1ccccn1 (stereo unspecified)
-5.1* | Cc1ccc(CNC(=O)CCc2nc(-c3cccs3)no2)cc1
-5.6* | CCCN(CCC)C(=O)CSc1nc2ccccc2c(=O)n1C1CCCC1
-7.8* | CCOC(=O)C1=C(CN2c3ccccc3CC2C)NC(=O)NC1c1ccccc1 (stereo unspecified)
-5.5* | COC(=O)CN(c1nc(C)c(Br)c(OC)n1)S(=O)(=O)c1ccc(C)cc1
-5* | C=CCN1C(=O)N(/C=C/C)c2cccc3cccc1c23
-5.7* | Cc1ccc(S(=O)(=O)Nc2ccc3nc(-c4cccn4C)[nH]c3c2)cc1

# Compound activity from PubChem.
